# Bioassay records deposited in PubChem BioAssay by several laboratories.
# phage Ecoli inh: E. coli growth loss with phage present; growth absorbance; inhibition, % at 11.9 µM; hit rate 0.26% among 360,000; AID 651602; in the data active means inhibition above about 11%
# Wnt bcat act: Wnt/beta-catenin pathway activation | hit rate 1.2% among 300,000 | activation, % at 9.35 µM | Wnt/beta-catenin reporter cell assay, activator, plate reader; in the data active means activation above about 30%, passing the limit was not always enough;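 further: 0% = neutral control wells and 100% = positive control wells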
# PfHsp90 set2: inhibits growth of yeast expressing Plasmodium falciparum Hsp90; hit rate 0.32% among 310,000; inhibition, % at 9.4 µM; S. cerevisiae expressing PfHsp90, BacTiter-Glo ATP, 48 h; yeast lacking PDR1 and PDR3 efflux regulators; AID 504621;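 active means every replicate shows inhibition above about 80%, whatever the replicate mean, limit read from the data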;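 further: 0% = DMSO neutral controls and 100% = 20 µM radicicol positive controls; yeast relying on Plasmodium falciparum Hsp90 in place of its own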
# Tat export inh: E. coli Tat transport inhibition | inhibition, % at 10 µM | E. coli MC4100 TorA-mCherry Tat export, fluorescence | hit rate 0.036% among 340,000 | AID 488895;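 active means mean replicate inhibition at least 50% and at least half of replicates individually reaching 50%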;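 further: exported cargo escapes ClpAP degradation while cytoplasmic cargo is degraded and loses fluorescence; 0% = median of neutral control wells and 100% = median of NaSCN control wells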
# Rtt109 HAT inh: blocks Candida albicans Rtt109/Vps75 acetyltransferase activity; hit rate 0.16% among 330,000; inhibition, % at 34.9 µM; purified Rtt109/Vps75, ThioGlo CoA-SH fluorescence, 4 h;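 active means inhibition of at least 50% in every replicate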
# Target sequence (Q5AAJ8 whole entry, looked up): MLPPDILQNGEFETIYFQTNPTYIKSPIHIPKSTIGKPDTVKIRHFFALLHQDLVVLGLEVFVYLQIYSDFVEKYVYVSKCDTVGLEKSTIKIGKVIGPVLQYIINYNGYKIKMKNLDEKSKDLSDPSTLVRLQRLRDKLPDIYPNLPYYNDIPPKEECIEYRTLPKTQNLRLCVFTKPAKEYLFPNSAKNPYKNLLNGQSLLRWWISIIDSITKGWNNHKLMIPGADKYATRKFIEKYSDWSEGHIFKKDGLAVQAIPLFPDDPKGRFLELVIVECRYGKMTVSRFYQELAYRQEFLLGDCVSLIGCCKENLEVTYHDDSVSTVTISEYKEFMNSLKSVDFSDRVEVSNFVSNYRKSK
# DAGLB inhibitor: blocks human DAGLB lipase activity; HEK293T DAGLB membrane lysate, EnzChek fluorogenic substrate; inhibition, % at 5.17 µM; hit rate 0.059% among 340,000; in the data active means inhibition above about 34%;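 further: 0% = enzyme with vehicle and 100% = wells lacking enzyme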
# Target sequence (Q8NCG7 whole entry, looked up): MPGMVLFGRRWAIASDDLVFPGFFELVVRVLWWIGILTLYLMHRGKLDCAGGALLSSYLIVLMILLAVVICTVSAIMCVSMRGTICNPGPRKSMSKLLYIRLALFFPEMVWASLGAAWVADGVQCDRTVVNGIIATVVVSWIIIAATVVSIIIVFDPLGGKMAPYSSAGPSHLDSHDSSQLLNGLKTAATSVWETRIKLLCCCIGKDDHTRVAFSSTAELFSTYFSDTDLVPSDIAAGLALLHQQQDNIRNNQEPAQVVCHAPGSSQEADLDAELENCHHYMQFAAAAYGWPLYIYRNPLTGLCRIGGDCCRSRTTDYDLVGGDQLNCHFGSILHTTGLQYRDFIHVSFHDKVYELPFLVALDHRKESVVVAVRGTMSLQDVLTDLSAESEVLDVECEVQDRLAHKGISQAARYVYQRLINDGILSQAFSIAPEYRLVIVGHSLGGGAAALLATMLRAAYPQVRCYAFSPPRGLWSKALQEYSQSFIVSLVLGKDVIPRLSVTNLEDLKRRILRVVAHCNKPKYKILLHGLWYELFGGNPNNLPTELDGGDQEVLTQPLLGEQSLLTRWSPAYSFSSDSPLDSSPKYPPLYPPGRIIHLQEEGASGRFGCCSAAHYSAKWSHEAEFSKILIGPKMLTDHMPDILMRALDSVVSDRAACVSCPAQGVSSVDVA
# CAL PDZ inh: human CAL PDZ-peptide interaction inhibition; Q9HD26; AID 504414; inhibition, % at 20 µM; purified CAL PDZ, TMR-peptide fluorescence polarization, 1 h; hit rate 0.02% among 330,000;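 active means highest replicate inhibition of at least 40%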;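 further: plate controls were DMSO neutral control wells for no effect and unlabeled competitor peptide control wells for full effect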
#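 Control set: unlabelled peptide and DMSO controls / Material: purified CerCALP PDZ construct / Timing: 1 h incubation at room temperature before polarization reading / Doses: 20 µM, one dose / Detection: fluorescence polarization (mP)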
# PvdQ acylase: blocks Pseudomonas aeruginosa PvdQ acylase activity; AID 488965; inhibition, % at 10 µM; purified PvdQ acylase, fluorescence plate reader; hit rate 0.063% among 340,000; in the data active means inhibition above about 30%, passing the limit was not always enough;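 further: 0% = vehicle neutral wells and 100% = reference inhibitor wells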
# E coli growth: bacterial growth inhibition, counter-screen for AddAB inhibitors; E. coli V3065 growth, OD600 absorbance, 18 h; hit rate 0.27% among 330,000; inhibition, % at 11.9 µM;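 active means inhibition above the campaign's mean inhibition across all tested compounds plus 3 SD, cut at about 9.9% in these data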;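 further: uninfected addAB+ strain grown without phage in ampicillin broth; 0% = DMSO wells and 100% = ciprofloxacin 0.95 µg/ml wells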
# AddAB inh: less growth of phage-infected E. coli with AddAB; E. coli expressing H. pylori AddAB, absorbance growth; inhibition, % at 11.9 µM; hit rate 0.29% among 330,000; AID 435030; in the data active means inhibition above about 12%;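 further: 0% = vehicle wells of infected cells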
# * marks the source's active call; other numbers are inactive results; · = no result given. No enrichment for hits, and some 1.9% of all compounds hit somewhere here.
SMILES,phage Ecoli inh,Wnt bcat act,PfHsp90 set2,Tat export inh,Rtt109 HAT inh,DAGLB inhibitor,CAL PDZ inh,PvdQ acylase,E coli growth,AddAB inh
O=C(CCCN1C(=O)C2CC=CCC2C1=O)Nc1ccccc1F (stereo unspecified),-0.9,-0.3,-6.0,-2.0,1.2,0.3,-2.4,-9.7,1.5,-1.1
N#Cc1c2c(c(Nc3ccc(O)cc3)n3c1nc1ccccc13)CCC2,1.6,·,-10.9,-3.6,0.6,3.0,0.8,-5.9,0.8,4.3
COc1ccc(N2CCN(C(=O)[C@H](C)N3C(=O)C4CC=CCC4C3=O)CC2)cc1 (stereo partly specified),1.9,0.2,·,3.1,-8.8,1.0,0.4,-10.0,0.9,1.3
O=C(CCN1C(=O)/C(=C/c2cccs2)SC1=S)Nc1ccc(O)cc1,1.4,-3.0,7.7,-3.7,-4.5,-0.5,0.3,-12.3,-1.9,2.5
CCOC(=O)C1=C(N)OC2=C(C(=O)CCC2)C1c1cccnc1 (stereo unspecified),0.8,3.0,4.9,-2.0,14.0,-3.1,-1.2,0.0,-1.3,2.5
COc1cc(-c2nc3ccccc3nc2-c2ccc(O)c(OC)c2)ccc1O,-2.5,1.3,-7.1,-0.7,4.0,-2.7,-1.1,-14.1,0.0,-0.7
CC(C)NC(=O)CSc1nc2ccccc2c(=O)n1CCCOC(C)C,3.6,-1.5,-3.0,-2.3,1.1,-2.4,-2.0,-14.7,-0.3,1.0
COC(=O)c1cc2sccc2n1Cc1nc(-c2cccc(Cl)c2)oc1C,1.4,-5.4,1.7,18.0,-2.5,0.9,-1.1,-4.9,0.6,-0.6
O=C(NCc1ccco1)C12CC3CC(C1)CC(C(=O)NCc1ccco1)(C3)C2,0.0,·,·,19.4,24.0,-0.5,-1.6,5.6,1.4,-0.2
N#Cc1c(-c2ccccc2)nc(-c2ccccc2)nc1N1CCOCC1,1.7,2.2,-44.8,-4.1,-5.3,-0.1,·,-14.6,0.5,4.5
COc1ccc(/C=C(\NC(=O)c2ccccc2)C(=O)N2CCN(C)CC2)cc1OC,-1.1,2.3,-37.8,1.8,1.1,1.2,-3.4,-13.4,0.6,1.8
Cc1cccc(-c2sc(Nc3ccccc3)n[n+]2-c2ccc(F)cc2)c1,-0.8,5.8,-2.7,-2.7,12.0,3.3,-1.6,-0.6,-2.4,1.9
COc1ccccc1C1=NOC(Cn2c(=O)c3c(ncn3C)n(C)c2=O)C1 (stereo unspecified),1.6,·,19.3,2.9,-6.8,-3.6,-0.2,-19.1,-0.1,2.4
Cc1ccc(C2(C)NC(=O)N(CC(=O)Nc3ccccc3N3CCCCC3)C2=O)cc1 (stereo unspecified),2.7,-2.0,·,3.6,7.7,0.4,-2.2,-2.4,-1.5,-1.4
O=Cc1c(C(=O)O)n(CC(=O)O)c2ccccc12,3.5,·,1.4,-2.4,15.3,1.7,0.0,7.4,1.0,0.2
Cc1ccc2[nH]c(-c3ccccc3)c(CN(C)C)c(=O)c2c1,1.1,16.7,1.9,-1.9,-13.2,-5.2,-1.9,-11.8,-0.7,2.8
CC(=O)Nc1ccc(OCC(O)Cn2cncn2)cc1 (stereo unspecified),1.7,0.6,-3.5,-4.0,-5.0,-0.5,-0.9,0.7,-0.2,2.1
O=C(c1cccc(Cl)c1)N1CCN(Cc2ccc3c(c2)OCO3)CC1,-0.2,-4.0,-2.0,10.5,-14.6,-1.5,-0.3,-6.5,-1.7,5.3
CCN(CC)CCn1c(C)nc2ccccc21,2.8,1.4,-19.7,-6.8,-4.5,-4.6,1.1,-4.3,0.6,4.6
N#C/C(=C\C=C\c1ccccc1)C(=O)NCc1cccnc1,0.1,0.1,28.9,3.8,8.5,2.8,-3.1,-2.4,2.9,1.0

# Rewritten with each value named: part of the list above.
Cc1ccc2[nH]c(-c3ccccc3)c(CN(C)C)c(=O)c2c1
  phage Ecoli inh: 1.1
  Wnt bcat act: 16.7
  PfHsp90 set2: 1.9
  Tat export inh: -1.9
  Rtt109 HAT inh: -13.2
  DAGLB inhibitor: -5.2
  CAL PDZ inh: -1.9
  PvdQ acylase: -11.8
  E coli growth: -0.7
  AddAB inh: 2.8
CC(=O)Nc1ccc(OCC(O)Cn2cncn2)cc1 (stereo unspecified)
  phage Ecoli inh: 1.7
  Wnt bcat act: 0.6
  PfHsp90 set2: -3.5
  Tat export inh: -4.0
  Rtt109 HAT inh: -5.0
  DAGLB inhibitor: -0.5
  CAL PDZ inh: -0.9
  PvdQ acylase: 0.7
  E coli growth: -0.2
  AddAB inh: 2.1

# (more compounds)
SMILES,phage Ecoli inh,Wnt bcat act,PfHsp90 set2,Tat export inh,Rtt109 HAT inh,DAGLB inhibitor,CAL PDZ inh,PvdQ acylase,E coli growth,AddAB inh
O=C(O)c1ccccc1O,4.1,0.9,-16.8,11.4,-0.4,2.7,0.0,-12.0,0.5,2.8
N#Cc1c2ncn(CC(=O)c3ccc(Br)cc3)c(=O)c2c2n1CCC2,1.5,·,-13.0,2.6,3.3,-1.9,-1.3,5.8,-0.8,2.6
O=C(CN1C(=O)NC2(CCCC2)C1=O)Nc1nc2ccc(F)cc2s1,3.2,8.0,·,-5.6,2.8,0.7,-3.2,-8.0,0.4,2.5
Cc1ccc(NCc2ccncc2)c(Br)c1,2.5,0.8,-4.1,1.1,2.6,-0.7,0.2,-11.5,-0.7,0.1
CN(C)C(=O)CSc1nc2ccccc2n1CC(=O)N1CCN(c2ccccc2)CC1,3.3,·,·,12.2,1.4,1.4,-0.8,-5.5,-1.1,0.8
COC(=O)c1ccc2c(=O)n(CCN3CCOCC3)c(SCC(=O)c3ccccc3)nc2c1,2.0,-2.8,-3.3,-3.7,·,4.0,-3.2,6.0,4.4,4.7
CCC(C)(C)n1nnnc1CN1CCc2ccccc21,1.9,-1.4,4.0,14.7,2.2,-1.3,-2.0,-5.3,-1.2,-0.5
Cc1ccc(/C=N/NC(=O)CN2CCN(Cc3ccccc3)CC2)o1,-0.9,-1.8,-19.3,5.6,-4.9,-1.0,-0.2,-8.4,-0.2,0.4
CCCc1cc(=O)[nH]c(/N=C(/NC(=O)C(C)N2C(=O)c3ccccc3C2=O)Nc2ccccc2)n1 (stereo unspecified),2.3,5.9,-2.7,17.0,3.4,-2.0,-0.9,5.6,1.5,0.6
Cc1ccc(S(=O)(=O)/N=C(/NNC(=O)c2cccc(Cl)c2)c2ccccc2)cc1,0.6,25.3,-2.9,-1.8,·,-13.5,-3.1,11.3,1.8,0.7

# Quoted at random: two records from the list, in no set order.
SMILES,phage Ecoli inh,Wnt bcat act,PfHsp90 set2,Tat export inh,Rtt109 HAT inh,DAGLB inhibitor,CAL PDZ inh,PvdQ acylase,E coli growth,AddAB inh
CC(=O)Nc1ccc(OCC(O)Cn2cncn2)cc1 (stereo unspecified),1.7,0.6,-3.5,-4.0,-5.0,-0.5,-0.9,0.7,-0.2,2.1
Cc1ccc(S(=O)(=O)/N=C(/NNC(=O)c2cccc(Cl)c2)c2ccccc2)cc1,0.6,25.3,-2.9,-1.8,·,-13.5,-3.1,11.3,1.8,0.7

# Rewritten with tabs: part of the list above
molecule	phage Ecoli inh	Wnt bcat act	PfHsp90 set2	Tat export inh	Rtt109 HAT inh	DAGLB inhibitor	CAL PDZ inh	PvdQ acylase	E coli growth	AddAB inh
COC(=O)c1ccc2c(=O)n(CCN3CCOCC3)c(SCC(=O)c3ccccc3)nc2c1	2.0	-2.8	-3.3	-3.7	·	4.0	-3.2	6.0	4.4	4.7
CCCc1cc(=O)[nH]c(/N=C(/NC(=O)C(C)N2C(=O)c3ccccc3C2=O)Nc2ccccc2)n1 (stereo unspecified)	2.3	5.9	-2.7	17.0	3.4	-2.0	-0.9	5.6	1.5	0.6
Cc1ccc(NCc2ccncc2)c(Br)c1	2.5	0.8	-4.1	1.1	2.6	-0.7	0.2	-11.5	-0.7	0.1
CCC(C)(C)n1nnnc1CN1CCc2ccccc21	1.9	-1.4	4.0	14.7	2.2	-1.3	-2.0	-5.3	-1.2	-0.5

# (listing goes on)
SMILES,phage Ecoli inh,Wnt bcat act,PfHsp90 set2,Tat export inh,Rtt109 HAT inh,DAGLB inhibitor,CAL PDZ inh,PvdQ acylase,E coli growth,AddAB inh
Cc1ccc(-c2n[nH]c(=S)n2C)cc1,0.9,·,5.1,-3.5,15.9,-2.0,-0.4,-8.3,·,·
Cc1c(-c2ccc(Cl)cc2)[n+](=O)c(-c2ccccc2)cn1[O-],0.4,10.3,·,·,·,·,·,·,4.3,3.5
CCc1cccc(OCCOCCN2CCCC2)c1,4.3,-1.1,-5.3,5.5,7.6,-1.2,1.3,-11.2,3.4,1.0
CC(C)Cn1cnc2c(SCc3ccccn3)nc(N)nc21,6.1,7.3,9.7,4.2,16.8,2.0,-1.6,-0.4,·,·
CC(=O)c1c(COC(=O)c2ccco2)nc2ccccc2[n+]1[O-],0.1,-0.3,6.2,-8.5,7.7,-1.0,-0.4,1.3,-0.1,4.4
CCSc1nnc(NC(=O)Cc2ccc(OC)c(S(=O)(=O)N3CCOCC3)c2)s1,1.2,-5.2,-3.9,-8.6,-4.3,-0.8,-0.7,-8.6,1.4,2.2
COC(=O)C(NS(=O)(=O)c1cccc(S(=O)(=O)NC(C(=O)OC)c2ccccc2)c1)c1ccccc1 (stereo unspecified),-1.1,-2.4,2.9,4.6,1.7,3.0,0.4,-4.8,1.2,3.4
CCc1cccc2c(C(=O)COC(=O)/C=C/c3ccc(O)c(OC)c3)c[nH]c12,2.8,-5.2,-8.5,-3.3,-3.7,1.0,0.3,-1.8,-0.8,2.0
COc1ccc(OCC(O)CNC(=O)Nc2cccc3ccccc23)cc1 (stereo unspecified),0.4,-2.5,-0.3,-8.2,1.5,1.5,-0.4,-10.7,2.2,5.9
O=c1oc2cc(OCc3c(F)c(F)c(F)c(F)c3F)ccc2cc1-c1ccccn1,3.2,1.3,5.6,0.1,-15.7,-0.3,0.3,-12.3,2.6,1.7
Cn1c(Oc2ccccc2NCc2cc(Br)ccc2O)cc(=O)n(C)c1=O,1.1,1.2,0.4,2.1,3.5,4.2,0.0,-29.0,-2.6,0.9
CCOc1ccc(NCc2cccn2-c2nnc(N3CCC(C(=O)NCCCN4CCCCC4C)CC3)s2)cc1 (stereo unspecified),-2.1,-0.6,-23.8,7.8,-12.4,-1.4,-1.9,-23.4,-1.6,-0.5
O=C(CCCCCN1C(=O)[C@@H]2Cc3ccccc3CN2C1=O)NCCc1ccccc1,1.9,1.5,14.9,1.8,-4.7,0.4,-1.1,-11.9,-1.2,2.1
CN(C)c1ccc(CC2C(=O)Nc3ccccc32)cc1 (stereo unspecified),1.7,22.1,17.2,-3.3,1.8,-0.7,-1.2,2.0,1.5,-1.3
Cc1ccccc1Cn1c(Cc2ccccc2)nc2ccccc21,-0.9,·,·,14.6,-1.2,-3.5,-1.3,-11.4,-2.7,-0.7
CCOC(=O)Cc1csc(NC(=O)Nc2ccc(C)cc2)n1,4.7,13.0,10.4,1.8,9.9,-2.0,-2.2,16.2,2.0,1.6
CC(C)(C)c1ccc(C(=O)NC(=O)CSc2n[nH]c(N)n2)cc1,2.8,6.7,13.6,2.1,21.8,-1.9,-0.6,4.3,-0.2,-2.0
COc1ccc(NC(=O)COC(=O)C2C3CC4OC(=O)C2C4C3)cc1 (stereo unspecified),2.7,-1.2,1.0,-3.6,8.8,-0.4,-2.7,-12.1,0.6,1.6
Cc1oc(-c2ccc(Cl)cc2)nc1CN1CCCC(C(=O)NCCCN2CCOCC2)C1 (stereo unspecified),1.7,-6.6,·,3.3,21.9,1.0,-1.1,3.6,-1.7,-2.1
